Pf apPOL block = Pf-apPOL inhibitors, biochemical, fluorescence. Plasmodium falciparum apicoplast DNA polymerase (apPOL). Recombinant Pf-apPOL, molecular beacon fluorescence, 1.5 h. inhibition, % at 10 µM. hit rate 0.25% among 210,000
mHTT-CaM PPI inh = mutant huntingtin-calmodulin interaction inhibitors – biochemical, AlphaScreen, primary screen; AlphaScreen His-mHTT/GST-CaM binding, luminescence; inhibition, % at 15 µM; hit rate 3.6% among 190,000; AID 1671202, 2021;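 note: 0% = both proteins with DMSO and 100% = one protein alone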
Active calls of the source: *; i = inactive; nt = not tested or not shown; & = joins results of further samples. Cut-off read from the data, not from the text of the source: active = inhibition above about 50%; inactive = the rest. Not all compounds are listed; the hit share may differ from the screen's.

SMILES | Pf apPOL block | mHTT-CaM PPI inh
Cn1ccc2c(-c3ccccc3Cl)cc3c(c21)C1CCC3C1 (configuration not stated) | -2 | 9
CC(=O)Nc1ccccc1NC(=O)COc1cc(C)c(Br)c(C)c1 | -7 | 4
O=C(CC12CC3CC(CC(C3)C1)C2)N1CCCOC1 | nt | -1
CCOc1cc(CN2CCCC2)ccc1OC | 5 | -2
CC1(C)C(=O)OC(c2ccco2)C2(CCCCC2)C1=O (configuration not stated) | 1 | -11&2
Cc1ccc(S(=O)(=O)C(C#N)=Cc2sc3ccc(Cl)cc3c2C)cc1 | -4 | nt
CN(CCc1ccccn1)C(=O)C1CCC(Cn2c(=O)[nH]c3ccsc3c2=O)CC1 (configuration not stated) | -3 | 0
CC1Oc2ccccc2OC1C(=O)NC1CCCC(O)C1 (configuration not stated) | -4 | -6
COC(=O)Nc1nccs1 | nt | -4
CCC(C)c1ccccc1OCC(O)CN (configuration not stated) | -4 | -6
CC(C)(C)c1cc(C(=O)NN)n[nH]1 | -5 | -2
CC(=NCc1cccnc1)c1ccccc1O | -2&-1 | nt
COc1ccc(CN2CCN(c3ccc(Cl)cc3)CC2)c(OC)c1OC | -8 | 4
O=C(O)CCN1C(=O)c2ccc(NC(=O)c3cccs3)cc2C1=O | -8 | 1
COc1ccc(N2C(=O)CSC2c2cccc(OC)c2OC)cc1Cl (configuration not stated) | -1 | 9
C/C=C/C(=O)Nc1ccc(-c2nc3ccc(NC(=O)/C=C/C)cc3[nH]2)cc1 | 16 | -1
O=C(CN1c2ccccc2Sc2ccccc21)NN=Cc1cccs1 | -5 | nt
O=C(NC1CC1)c1n[nH]c2c1CN(C(=O)c1ccc(C(F)(F)F)cc1)CC2 | 0 | 2
COc1ccc(Cl)cc1N1C(=O)C2CCCN2C1c1ccccc1F (configuration not stated) | 1 | 2
CC(=O)c1cccc(NC(=O)C(C)N2C(=O)c3ccccc3C2=O)c1 (configuration not stated) | 0&1 | 3&3

Looked up one by one from above, 7 records:
SMILES | Pf apPOL block | mHTT-CaM PPI inh
COC(=O)Nc1nccs1 | nt | -4
CC(C)(C)c1cc(C(=O)NN)n[nH]1 | -5 | -2
CC(=O)Nc1ccccc1NC(=O)COc1cc(C)c(Br)c(C)c1 | -7 | 4
CC(=O)c1cccc(NC(=O)C(C)N2C(=O)c3ccccc3C2=O)c1 (configuration not stated) | 0&1 | 3&3
C/C=C/C(=O)Nc1ccc(-c2nc3ccc(NC(=O)/C=C/C)cc3[nH]2)cc1 | 16 | -1
Cc1ccc(S(=O)(=O)C(C#N)=Cc2sc3ccc(Cl)cc3c2C)cc1 | -4 | nt
O=C(CN1c2ccccc2Sc2ccccc21)NN=Cc1cccs1 | -5 | nt

The main list resumes; the 3 compounds before the break are reprinted first.
SMILES | Pf apPOL block | mHTT-CaM PPI inh
O=C(NC1CC1)c1n[nH]c2c1CN(C(=O)c1ccc(C(F)(F)F)cc1)CC2 | 0 | 2
COc1ccc(Cl)cc1N1C(=O)C2CCCN2C1c1ccccc1F (configuration not stated) | 1 | 2
CC(=O)c1cccc(NC(=O)C(C)N2C(=O)c3ccccc3C2=O)c1 (configuration not stated) | 0&1 | 3&3
CCC(=O)N(C)CC(=O)N1N=C(c2ccc(C)c(C)c2)CC1c1ccc(F)cc1 (configuration not stated) | -6 | 72*
O=C(c1c(F)cccc1F)N1CCN(c2nc(CN3CCOCC3)cs2)CC1 | 1 | 4
Cc1cccc(CNC(=O)Cn2ccc3ccn(C)c3c2=O)c1 | -2 | -7
CC(C)CC(=O)Nc1ccc2c(c1)CC(C(=O)NC(C)C)CO2 (configuration not stated) | -4 | -10
COc1cccc(/C=C2\N=C(c3ccc(Cl)cc3)OC2=O)c1 | 0 | -4
CCc1nc(C)nc(N2CCN(C(=O)C3CCOC3)CC2)c1Cc1ccc(C)cc1 (configuration not stated) | -2 | 21
O=C1[C@@H]2CSCCS(=O)(=O)N2C(=O)N1C1CCCCC1 | -6 | -9
Cc1cccc(N2C(=O)c3cccnc3C2CC(=O)NC2CCCCCC2)c1 (configuration not stated) | -3 | 2
COCCNc1nc(SCC(=O)c2ccc(O)c(O)c2)nc2ccccc12 | -2 | 12
O=C(CSc1ncc(-c2ccc(Br)cc2)[nH]1)Nc1cc(F)ccc1F | -8 | 34
CCn1nccc1C(=O)N1CCCn2cc(-c3ccccc3F)nc21 | 0 | 11
O=C(O)c1nnn(-c2cccc(Cl)c2)c1C(F)(F)F | 0 | 2
CCN1C(=O)Cc2ccccc2C1C(=O)N1CCC(Cc2ccccc2)CC1 (configuration not stated) | -4 | 17
CCOc1ccc(C(=O)Nc2ccc(SC(F)F)cc2)cc1 | 5 | -9
COc1ccc(Cl)cc1NC(=O)c1cc(S(=O)(=O)N2CCCC2)ccc1F | 32 | -4
O=C(Nc1ccccc1)C1CCCN(c2nnc3ccc(C(F)(F)F)cn23)C1 (configuration not stated) | -1 | 4
CCOc1ccc(C2SCC(=O)N2c2c(C)n(C)n(-c3ccccc3)c2=O)cc1 (configuration not stated) | 6 | -1
COc1ccc(S(=O)(=O)CCC(=O)Nc2ccc(Cl)c(C(F)(F)F)c2)cc1 | 4 | 11
O=C(NCCc1ccco1)c1cc2n(n1)CCCN(Cc1ccc(F)cc1)C2=O | 22 | 5
C/C(=N\Oc1cc(NC(=O)CCCn2nc([N+](=O)[O-])cc2C)cc([N+](=O)[O-])c1)c1ccncc1 | -1 | i

Brought forward from above: five compounds, followed by the next part.
SMILES | Pf apPOL block | mHTT-CaM PPI inh
O=C(Nc1ccccc1)C1CCCN(c2nnc3ccc(C(F)(F)F)cn23)C1 (configuration not stated) | -1 | 4
CCOc1ccc(C2SCC(=O)N2c2c(C)n(C)n(-c3ccccc3)c2=O)cc1 (configuration not stated) | 6 | -1
COc1ccc(S(=O)(=O)CCC(=O)Nc2ccc(Cl)c(C(F)(F)F)c2)cc1 | 4 | 11
O=C(NCCc1ccco1)c1cc2n(n1)CCCN(Cc1ccc(F)cc1)C2=O | 22 | 5
C/C(=N\Oc1cc(NC(=O)CCCn2nc([N+](=O)[O-])cc2C)cc([N+](=O)[O-])c1)c1ccncc1 | -1 | i
CC12CCC(O)CC1=CCC1C2CCC2(C)C(C(=O)C[n+]3ccccc3)CCC12 (configuration not stated) | 6 | 3
COc1ccc(N(CC(=O)Nc2ccccc2C)S(C)(=O)=O)cc1Cl | -12 | 1
CCN1CCN(C(=O)C2CCCN(c3cn[nH]c(=O)c3)C2)CC1 (configuration not stated) | -2 | -4
CCc1nccn1S(=O)(=O)c1ccc(Cl)cc1 | -4 | 1
O=C1C(=Cc2cc(Cl)cc3c2OCOC3)Oc2c1ccc(O)c2CN1CCCCC1 | 3 | 40
O=c1[nH]cnc2c1nc(N1CCOCC1)n2C1OC(CO)C(O)C1O (configuration not stated) | nt | -4
Cc1ccccc1-n1c2nc(=O)[nH]c(=O)c-2cc2c(Cl)cccc21 | 1 | 7
O=C(CSc1nnc(-c2ccncc2)o1)Nc1ccccc1F | -5 | -9
CCCn1cc(S(=O)(=O)c2ccc(F)cc2)c(=O)c2ccccc21 | -5 | -10
CSc1n[nH]c(-c2ccc(Cl)cc2)c1C#N | 1 | nt
COc1ccc(C2Nc3ccc4ncccc4c3C3=C2C(=O)CCC3)cc1 (configuration not stated) | -3 | 2
O=C(Nc1ccc2c(c1)oc1ccccc12)c1ccc([N+](=O)[O-])o1 | 4 | 1
Cc1nc(CSc2n[nH]c(C(F)(F)F)n2)cs1 | 1 | nt
O=[N+]([O-])c1c(SCCO)ccc2nsnc12 | 3 | nt
Cc1ccc(F)cc1NC(=O)c1cc(C2CC2)n2nccc2n1 | -6 | -14
CCN(CC)C(=O)Oc1ccc(NC(C)=O)cc1 | 2 | -1

Bioassay records from PubChem.
